# CXXC DNA block: MLL CXXC-DNA interaction inhibition; Q03164; MLL-CXXC / FITC-HOXA9 DNA fluorescence polarization; Potency, µM (titrated, usually from 115 µM), for inactives: top-dose activity change, negative = inhibition, most hits filed as inhibitors; hit rate 0.037% among 290,000; AID 2662; active = well fitted inhibition curve with a large enough effect in the polarisation, with a control signal flat, not every such curve was filed as active; inconclusive = small, poorly fitted or top-dose-only effect, or effect the other way, or a change in a side signal; inactive = no such curve, though single readings can be large or run the other way; the % refers to the polarisation; also: potency is read from the fitted curve at half-maximal effect
#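 Steps: dispense CXXC domain solution (7 uM) → pin compounds or unlabeled HOX-A9 DNA control → 5 min ambient → add FLSN-HOX-A9 solution (50 nM) → spin → 30 min ambient → fluorescence polarization. Tris pH 7.5/NaCl/DTT/BSA buffer.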
# GALK inh: blocks human galactokinase activity; P51570; Purified GALK, Kinase-Glo residual ATP luminescence; Potency, µM (top dose mostly 57.5 µM), without a hit: at the top dose activity change, negative = inhibition, most hits filed as inhibitors; hit rate 0.007% among 270,000; AID 1868; also: potency is read from the fitted curve at half-maximal effect; % is scaled to controls: 0 for no effect and ±100 for the full control effect
#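 Compounds were pin-transferred into ATP buffer (35 uM final), then GALK plus galactose (5 nM, 100 uM final) was added. After 1 h at room temperature, Kinase-Glo Plus was added and luminescence read after 10 min.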
# MBNL1-CUG inh: MBNL1-poly(CUG) RNA binding inhibition. Potency, µM (titrated, usually from 57.5 µM), for the others: top-dose activity change, negative = inhibition, hits mostly inhibitors. TR-FRET MBNL1-His/biotin-(CUG)12 binding, 665/545 ratio. hit rate 0.036% among 280,000. Q9NR56; active = well fitted inhibition curve with a large enough effect in the signal ratio, with a control signal flat, not every such curve was filed as active; inconclusive = small, poorly fitted or top-dose-only effect, or effect the other way, or a change in a side signal; inactive = no such curve, though single readings can be large or run the other way; the % refers to the signal ratio; also: potency is read from the fitted curve at half-maximal effect; % is scaled to controls: 0 for no effect and ±100 for the full control effect
# Target sequence (Q9NR56 whole entry, looked up): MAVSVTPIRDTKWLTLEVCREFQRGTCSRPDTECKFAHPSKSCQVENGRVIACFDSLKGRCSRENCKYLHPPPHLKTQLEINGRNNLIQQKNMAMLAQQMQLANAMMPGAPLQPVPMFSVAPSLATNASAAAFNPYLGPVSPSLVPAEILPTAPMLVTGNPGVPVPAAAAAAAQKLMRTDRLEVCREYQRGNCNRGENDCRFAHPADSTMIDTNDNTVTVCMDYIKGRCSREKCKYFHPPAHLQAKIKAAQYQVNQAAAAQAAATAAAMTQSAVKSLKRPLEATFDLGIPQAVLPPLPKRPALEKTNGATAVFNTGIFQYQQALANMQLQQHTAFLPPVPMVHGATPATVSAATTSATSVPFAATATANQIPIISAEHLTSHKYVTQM
#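 His-tagged MBNL1 binding to biotinylated (CUG)12 RNA was measured by TR-FRET using terbium anti-His antibody (0.055 ng/ul final) and streptavidin-XL665 (5 nM final). Compounds were titrated 92 nM to 58 uM; 60 min at room temperature.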
# AT treatment: potential ataxia-telangiectasia treatment; […] A-T fibroblasts, KAP-1 phosphorylation AlphaLISA; neocarzinostatin DNA damage 30 min before lysis; Potency, µM (highest dose often 57.5 µM), inactives show at the highest dose activation, actives largely listed as activators; hit rate 0.19% among 320,000; also: potency is read from the fitted curve at half-maximal effect; % of control where 0% means no effect; nearly all actives have a fitted effect of over 45% in size
#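 ATM-like activity read as KAP-1 phosphorylation via AlphaLISA donor/acceptor antibody pairs after lysis and 6 hr at 25C. Cells were ATM-null patient fibroblasts ([…], hTERT), dosed 60 min, then exposed to the DSB inducer NCS for 30 min.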
# Integrin act MD: activators of alpha7 integrin expression for muscular dystrophy; Potency, µM (top dose mostly 38.3 µM), inactives show at the highest dose activation, actives largely listed as activators; hit rate 0.064% among 350,000; alpha7betagal myoblasts, beta-gal FDG fluorescence, 48 h; AID 624291;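 also: potency is read from the fitted curve at half-maximal effect; 100% = response of the positive control SU9516; nearly all actives have a fitted effect of over 60% in size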
#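 alpha7betagal+/- myoblasts (passage 13, 250/well) treated 48 h at 37C with compounds at 1:260 dilution of DMSO stock. Lysed, then beta-galactosidase activity read as FDG fluorescence (ex 480/em 540) after 30 min, with pre-read for autofluorescence.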
# hERG WT inh: inhibitors of human wildtype KCNH2 potassium channel. Q12809. U2OS, BacMam KCNH2, thallium flux FluxOr; hits give low values. activity change, % at 1.84 µM. hit rate 0.37% among 340,000;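 active = maximum activity change below -70%; inconclusive = maximum activity change between -70% and -50%; inactive = maximum activity change above -50%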; also: % is scaled to controls: 0 for no effect and ±100 for the full control effect
#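 U2OS cells were transduced with wild-type KCNH2 virus (2.03 x 10^8 / mL) for 4 h at room temperature, then cultured overnight at 37 C. Thallium flux was read with FluxOr dye. Rate constants were normalized to DMSO controls.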
# KCNH2 3.1 block: blocks the human KCNH2 3.1 channel isoform | U2OS KCNH2 3.1, thallium flux FluxOr; hits give low values | AID 720553 | activity change, % (tested at about 1.8 µM) | hit rate 0.95% among 340,000;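 active = maximum activity change below -70%; inconclusive = maximum activity change from -70% to -50%; inactive = maximum activity change above -50%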;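 also: thallium influx rate constant from kinetic fluorescence after stimulation buffer; % is scaled to controls: 0 for no effect and ±100 for the full control effect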
#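 Measured as rate of thallium-driven FluxOr signal in transduced U2OS cells carrying the 3.1 channel, read kinetically for 2 min upon stimulation; values are rate constants scaled to DMSO control wells.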
# TRPV1 agonist: activates the human vanilloid receptor TRPV1 | Q8NER1 | TRPV1-expressing cells, Fluo-8 calcium influx, agonist mode | activation, % at 8.33 µM | hit rate 0.19% among 320,000 | AID 540275; in the data active = activation above about 80%; inconclusive = between about 30% and that limit; also: 0% is about no effect
#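 TRPV1-expressing cells were cultured overnight at 35.5C and loaded with Fluo-8 calcium dye for 40 to 90 min at room temperature. After a 10 s baseline, compound was added and calcium influx was read kinetically for 3 min (ex 480/em 520 nm).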
# S-ASM inh: inhibitors of human secretory acid sphingomyelinase; P17405; placental ASM, HMU-PC fluorogenic substrate, 60 min; Potency, µM (highest dose often 57.5 µM), without a hit: at the highest dose activity change, negative = inhibition, most hits filed as inhibitors; hit rate 0.006% among 340,000; AID 504937; also: potency is read from the fitted curve at half-maximal effect
# Target sequence (P17405 47-631 limits assumed): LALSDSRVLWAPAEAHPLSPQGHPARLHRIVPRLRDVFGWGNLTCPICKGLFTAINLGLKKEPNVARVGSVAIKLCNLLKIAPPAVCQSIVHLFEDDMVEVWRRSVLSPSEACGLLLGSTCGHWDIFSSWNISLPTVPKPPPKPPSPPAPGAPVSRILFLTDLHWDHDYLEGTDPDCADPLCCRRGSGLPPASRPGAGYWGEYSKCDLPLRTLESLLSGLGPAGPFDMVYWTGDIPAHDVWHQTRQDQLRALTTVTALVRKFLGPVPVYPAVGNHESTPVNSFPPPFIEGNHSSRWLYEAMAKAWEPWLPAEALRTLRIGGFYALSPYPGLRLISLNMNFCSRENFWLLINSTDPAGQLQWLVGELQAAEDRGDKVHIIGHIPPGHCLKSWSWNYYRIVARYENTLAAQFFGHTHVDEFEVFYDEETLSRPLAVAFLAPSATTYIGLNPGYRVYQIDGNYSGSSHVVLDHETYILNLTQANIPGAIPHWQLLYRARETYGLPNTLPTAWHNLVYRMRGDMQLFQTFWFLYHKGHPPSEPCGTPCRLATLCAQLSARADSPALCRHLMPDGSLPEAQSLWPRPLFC
#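 Fluorogenic HMU-PC substrate (9 uM final) is turned over by placental ASM in 60 min at 37 C after a 10 min compound preincubation. Reaction ended by alkaline stop (pH 10), with fluorescence read at 386/447 nm.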
# FBPA coupling cs: coupling enzyme interference in Giardia aldolase counter-screen | activity change, negative = inhibition, % at 58.2 µM, hits read low | AID 2472 | hit rate 0.67% among 290,000 | coupling enzyme system counterscreen, AmpLite Red fluorescence; in the data active = activity change below about -30%; also: % is scaled to controls: 0 for no effect and ±100 for the full control effect
#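 Compounds tested against the coupling enzymes alone at 57.5 uM final; readout was AmpLite Red fluorescence (525/598 nm) after 20 min at RT.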
# The depositor's hits bear a star; ? = inconclusive; . = not tested or not shown; & = joins results of further samples; [ ] = dose if it differs, or a comment. Unless noted, calls follow the shape of the dose curve; as a rule, active = well fitted curve in the direction sought with a large enough effect; inconclusive = small, poorly fitted or top-dose-only effect, or another doubt; inactive = no such curve, though single readings can be large; an effect the other way counts as inactive or inconclusive.
compound,CXXC DNA block,GALK inh,MBNL1-CUG inh,AT treatment,Integrin act MD,hERG WT inh,KCNH2 3.1 block,TRPV1 agonist,S-ASM inh,FBPA coupling cs
COC(=O)c1ccc(/C=C/C(=O)OCC(=O)Nc2sccc2C(N)=O)cc1,.,.,.,23.1%,-60.3%[inhibitor],0.1,0.9,.,11.4%,.
CCN(CC)S(=O)(=O)c1ccc(Cl)c(NC(=O)COc2ccc(OC)cc2)c1,14.4%,-4.5%,-5.6%,-3.6%,0.0%,-12.3,0.3,1.4,2.9%,0.7
COc1cc(C(c2sc3nc(C)nn3c2O)N2CCN(c3ccccc3)CC2)cc(OC)c1OC (configuration not stated),0.4%,-2.6%,10.5%,-3.4%,-9.2%,-5.5,0.8,-0.2,4.6%,0.2
Cc1ccc(CNC(=O)[C@H](C)[C@H]2C[C@]2(C)[C@H](NC(=O)OCc2ccccc2)c2ccccc2)o1,4.8%,.,-20.0%,9.4%,-30.7%,-5.2,-11.0,0.8,-4.7%,1.3&4.2
O=S(=O)(c1ccccc1)N1CCN(c2ncnc3sc(-c4ccccc4)cc23)CC1,-0.3%,10.0%,13.8%,7.8%,-0.2%,0.3,-14.4,0.9,1.5%,-0.4
CNC(=S)NC1CC2CCCC(C1)N2Cc1ccccc1OC (configuration not stated),25.0%,-0.1%,2.1%,5.9%,-9.5%,20.7,-8.5,3.3,-0.6%,2.2
COc1ccc(OCC(O)CNCc2ccco2)cc1 (configuration not stated),-2.3%,3.5%,-10.6%,19.0%,8.2%,-9.1,-26.6,-4.8,0.7%,2.3
CCCCc1ccc(CC2S/C(=C(\C#N)C(=O)N3CCOCC3)N(c3ccccc3)C2=O)cc1 (configuration not stated),-9.4%,-0.3%,-0.7%,-2.5%,-13.4%,-0.6,-0.3,7.1,-5.7%,-0.4
COc1ccc(F)c(CN2CCC(N3CCC(C(=O)N4CCOCC4)CC3)CC2)c1,3.0%,5.6%,-3.8%,5.8%,-18.3%,15.8,0.6,3.0,-0.6%,0.6
Cc1ccc(F)cc1NC(=O)c1cnccn1,2.6%,-2.0%,-2.6%,-1.7%,6.9%,.,9.9,2.3,-1.7%,0.2
CN(C)C(=O)COC(=O)c1ccccc1OCC(=O)Nc1ccc(SC(F)F)cc1,10.9%,-1.0%,-2.9%,5.2%,-22.0%,-0.3,10.9,20.7,-1.0%,-1.1
Cc1ccc(N(O)C(=O)OCCNC(=O)Nc2ccccc2)cc1,-0.6%,-0.5%,-8.1%,-2.3%,-31.0%,2.7,4.8,11.1,1.5%,1.5
Cc1ccc(CNC(=O)c2cc3c(=O)n4cccc(C)c4nc3n(CC3CCCO3)c2=N)cc1 (configuration not stated),15.1%,-3.3%,41.1%[activator],-4.3%,.,.,.,-0.7,.,0.9
CCCCN(C(=O)c1cnc2n(c1=O)CCS2)c1ccccc1,7.1%,0.2%,1.4%,-5.4%,14.9%,11.2,8.0,-1.5,-1.5%,-0.2
CCc1noc(C)c1C(=O)OC(C)C(=O)Nc1ccccc1OC (configuration not stated),.,.,.,8.6%,3.2%,-10.8,-20.9,-0.2,3.6%,.
Cc1ccc(NC(=O)COC(=O)C2CC2(Cl)Cl)cc1C (configuration not stated),-3.7%,0.3%,.,7.4%,-3.7%,2.8,3.0,-7.8,4.5%,-9.3
COc1ccccc1NC(=O)N1CCN(Cc2ccc3c(c2)OCO3)CC1,-5.7%,-1.3%,.,-6.1%,18.0%,17.3,-1.3,.,-0.3%,-0.5
COc1ccc(C(=O)N2c3ccccc3CC2C)cc1OC (configuration not stated),-4.1%,2.2%,3.2%,.,-1.8%,2.6,8.9,3.9,0.4%,3.0
C=C(C)COc1ccc(-c2ncncc2-c2ccccc2OC)c(O)c1,-7.9%,-2.4%,-2.9%,-4.3%,-12.3%,-0.6,16.3,?,-4.0%,1.6
Cc1onc(-c2c(Cl)cccc2Cl)c1C(=O)NCc1ccco1,-0.4%,2.4%,10.2%,5.5%,-17.9%,-8.2,-17.6,-2.0,-1.0%,3.2
CCc1ccc(-c2cc(C(=O)O)c3ccccc3n2)s1,4.0%,-2.3%,36.4%[activator],-4.8%,1.6%,5.9,23.3,-4.1,.,-4.8
Cc1nn(-c2ccccc2)c(Cl)c1C1C(C#N)=C(N)OC2=C1C(=O)CC(C)(C)C2 (configuration not stated),1.3%,-4.0%,-6.7%,4.1%,-20.8%,-13.8,-13.8,13.5,-14.2%,0.2
O=[N+]([O-])c1cc(F)c(N2CCOCC2)cc1N1CCCCC1,-7.1%,0.0%,?,-13.7%,-8.9%[7.66 µM],-12.9,-16.4,23.0,-7.9%,9.1
COc1cc(NC(=O)c2cc3cccc(OC)c3o2)cc(C(=O)Nc2cccc(C(F)(F)F)c2)c1,4.9%,-4.5%,9.1%,3.2%,-26.3%,.,.,0.7,-11.7%,0.7
CC(Oc1ccccc1)C(=O)NNS(=O)(=O)c1ccc([N+](=O)[O-])cc1 (configuration not stated),0.5%,1.3%,?,11.9%,-9.4%,-4.0,5.7,0.9,-1.3%,3.0
CCCCOc1ccc(CSc2nc(C)[nH]c2[N+](=O)[O-])cc1[N+](=O)[O-],5.2%,0.3%,?,5.7%,-11.2%,1.4,23.2,2.4,-22.0%,8.9
CCCN(C(=O)c1cccc(S(=O)(=O)N2CCN(C)CC2)c1)c1c(N)n(Cc2ccccc2)c(=O)[nH]c1=O,.,.,.,3.2%,0.5%,4.3,3.1,-0.8,7.0%,.
COc1ccc(CCNC(=O)c2ccc(CS(=O)(=O)c3ccc(Br)cc3)o2)cc1OC,-2.5%,-0.7%,1.5%,1.1%,-5.6%,-4.4,-4.7,12.2,-4.9%,-0.4
COC(=O)c1sc(S(=O)(=O)N2CCN(c3ccc(OC)cc3)CC2)c(C(=O)OC)c1C,11.0%,5.2%,-4.5%,.,-1.2%,2.9,-19.0,-8.3,-18.2%,-3.3
COc1ccccc1S(=O)Cc1ccc(C(=O)NC2CCCC2)o1 (configuration not stated),?,4.5%,11.5%,4.0%,-9.0%,-1.1,-4.6,1.3,11.5%,-2.0
CC(NC(=O)c1cccs1)C(c1cccs1)N1CCN(c2ccccc2)CC1 (configuration not stated),1.0%,-0.7%,-7.3%,-0.6%,?,-11.5,-4.3,-0.6,-3.0%,5.1
Cc1ccc(-c2csc3ncnc(NCCC(=O)O)c23)cc1,-11.1%,2.0%,-23.3%,?,-16.4%,-5.6,12.7,-1.3,1.9%,1.3
COc1ccc(NC(=S)NNC(=O)OC(C)(C)C)cc1OC,-1.3%,0.5%,-6.8%,2.2%,0.0%,4.1,3.8,0.9,4.4%,-1.2
CCCCOc1ccc(-c2nnn(CC(=O)c3c[nH]c4ccccc34)n2)cc1,29.7%,-1.8%,4.9%,6.5%,-3.4%,2.0,0.4,2.1,-0.3%,.
CCOc1ccc(NC(=O)CCSc2ccc(C)cc2)cc1,7.0%,0.0%,-9.5%,0.8%,-4.9%,2.1,-5.2,28.1,-1.7%,-1.4
Cc1cc(C)c(C(=O)COC(=O)CN2C(=O)NC3(CCCC3)C2=O)cc1C,.,.,.,11.0%,-6.5%,3.0,-4.3,.,3.1%,.
CCCCSC1=N/C(=C/c2ccsc2)C(=O)N1c1ccccc1,1.1%,0.7%,.,-3.5%,-10.9%,-14.1,-34.4,6.4,26.5%,1.2
O=C(CSc1ccc(Br)cc1)NC1CCCCCC1,.,.,.,21.6%,3.6%,5.7,20.1,.,-2.0%,.
CCCCCCn1c(=O)c(F)cn(Cc2ccc(OC)c([N+](=O)[O-])c2)c1=O,8.1%,-2.0%,14.2%,-2.4%,-23.0%,8.7,-20.3,23.1,-7.1%,-3.0
CCc1ccc2[nH]cc(S(=O)(=O)c3ccc(C)c(C)c3)c(=O)c2c1,3.9%,-2.2%,-12.2%,0.0%,0.0%,-10.4,7.9,15.3,0.6%,7.2
CCOC(=O)Nc1nc(-c2ccccc2)c(C(=O)c2ccc(Cl)cc2)s1,20.2%,-2.5%,29.2%,-7.9%,1.3%,-3.1,-4.5,6.9,-18.8%,-1.7
COc1cc(N/N=C(\C)c2ccc(N)cc2)nc(-c2ccccc2)n1,-0.5%,9.7%,.,5.8%,12.4%,-4.1,-4.5,-1.2,-5.4%,-2.8
O=c1c(=NNc2ccccc2Cl)c(=O)c2ccccc12,-10.5%,7.9%,19.7%,3.0%,-18.6%,-1.3,-28.7,1.9,-4.1%,-1.0
